PP5 primary: PP5 phosphatase inhibitors, primary screen, biochemical, fluorescence; Serine/threonine-protein phosphatase 5 (Homo sapiens), P53041; purified PP5c, OMFP substrate fluorescence; inhibition, % at 6.7 µM; actives 0.18% (n = 320,000); AID 1987, 2009;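 active means inhibition above the campaign's mean inhibition across all tested compounds plus 3 SD, cut at about 9.5% in these data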;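 further: 0% = DMSO only and 100% = 100 µM cantharidin control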
procasp7 counter: procaspase-7 activators, primary screen, counter-screen for procaspase-3 activator project, biochemical, absorbance, HTS, human; activation, % at 8.5 µM; actives 0.093% (n = 330,000); recombinant procaspase-7, Ac-DEVD-pNA absorbance 405 nm; D23A/D198A/D206A triple mutant, cannot self-cleave; scale: DMSO 0, 5 µM enzyme 100;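 active means percent activation above the screen-wide mean plus 3 SD, cut at about 25% in these data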
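Material: Procaspase-7 triple mutant (PC-7 D3A) | Quantity: 2 µM procaspase-7 mutant as dispensed | Reagent: DEVD-pNA substrate | Times: 1 h preincubation, 2 h reaction | Technique: 405 nm absorbance of p-nitroaniline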
PP1 inh: PP1-alpha phosphatase inhibitors, primary screen, counter-screen for PP5 inhibitor project, biochemical, fluorescence, OMFP substrate, single point; purified PP1alpha; actives 0.9% (n = 320,000); inhibition, % at 6.7 µM; Serine/threonine-protein phosphatase PP1-alpha catalytic subunit (Homo sapiens), P62136;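 active means inhibition above the mean inhibition of all tested compounds plus 3 SD, computed separately for each screening campaign, cut at about 15% in these data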
Target sequence (P62136 whole entry, looked up): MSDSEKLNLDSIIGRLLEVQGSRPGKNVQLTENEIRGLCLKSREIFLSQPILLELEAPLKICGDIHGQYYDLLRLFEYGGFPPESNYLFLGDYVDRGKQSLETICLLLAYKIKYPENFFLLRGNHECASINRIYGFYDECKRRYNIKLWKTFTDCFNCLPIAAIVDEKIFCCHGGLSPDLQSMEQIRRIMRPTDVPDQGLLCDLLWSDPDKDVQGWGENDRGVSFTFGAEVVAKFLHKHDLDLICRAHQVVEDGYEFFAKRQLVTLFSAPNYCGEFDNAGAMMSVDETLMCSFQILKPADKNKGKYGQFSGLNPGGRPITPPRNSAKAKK
Fh CTSL1 inh: Fasciola hepatica cathepsin L1 inhibitors, primary screen, counter-screen for PFM18AAP inhibitor project, biochemical, QFRET, fluorogenic peptide substrate. recombinant F. hepatica cathepsin L1, Z-Leu-Arg-MCA fluorescence. inhibition, % at 5.96 µM. actives 0.49% (n = 300,000);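 active means inhibition above the mean of all tested compounds plus 3 SD, set per screening campaign, cut at about 17% in these data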;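 further: 0% = plate median of test compound wells and 100% = 1 µM Z-Phe-Ala-diazomethylketone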
procasp3 activ: activators of human procaspase-3 D3A mutant, primary screen, biochemical, absorbance, PC-3 D3A mutant, single concentration. actives 0.11% (n = 330,000). recombinant procaspase-3 D3A, Ac-DEVD-pNA absorbance 405 nm. activation, % at 8.5 µM. Caspase-3 (Homo sapiens), P42574. AID 463141, 2010;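 active means activation above the mean of all tested compounds plus 3 SD, cut at about 21% in these data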;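 further: 0% = DMSO alone and 100% = DMSO wells spiked with extra 5 µM PC-3 D3A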
Target sequence (P42574 whole entry D9A/D28A/D175A): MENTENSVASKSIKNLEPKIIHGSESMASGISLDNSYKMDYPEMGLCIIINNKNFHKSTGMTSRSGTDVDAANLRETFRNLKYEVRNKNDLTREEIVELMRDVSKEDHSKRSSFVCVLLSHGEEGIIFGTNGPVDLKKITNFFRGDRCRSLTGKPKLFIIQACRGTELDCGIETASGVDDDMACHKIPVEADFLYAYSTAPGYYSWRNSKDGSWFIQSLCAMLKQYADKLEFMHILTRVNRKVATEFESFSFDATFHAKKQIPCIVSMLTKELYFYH
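Assay system: Procaspase-3 D3A mutant, all three cleavage aspartates alanine. Buffer or medium: Zinc-free HEPES saline buffer with Triton X-100. Times: 1 h compound preincubation, 2 h substrate hydrolysis at 25 °C. Measured by: 405 nm absorbance of p-nitroaniline, reads at 0 and 120 min. Read-out basis: percent activation relative to control range. Replicates: singlicate.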
core dimer inh: inhibitors of HCV core protein dimerization, primary screen, biochemical, TR-FRET, high-throughput. TR-FRET GST/Flag-core106 dimerization, 1536-well. inhibition, % at 5 µM. actives 0.33% (n = 300,000);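 active means inhibition above the mean of all tested compounds plus 3 SD, set per screening campaign, cut at about 45% in these data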
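Material: Tagged HCV core106 pair (GST and Flag) | Amount: GST-core106 13.5 nM, Flag-core106 17 nM | Medium: KF-containing HEPES buffer, pH 7.45, DTT, CHAPS, BSA | Reagent: Eu donor and XL665 acceptor anti-tag antibodies | Schedule: 4 h at 22.5 °C | Technique: Time-resolved FRET, ex 340 nm, em 617 and 671 nm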
AHR activator: AHR activators, primary screen, cell-based, luminescence, luciferase reporter, human; AHR-responsive luciferase reporter cells; AID 2796, 2010; activation, % at 5 µM; actives 2.5% (n = 320,000); in the data active means activation above about 47%;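 further: 0% = vehicle wells and 100% = reference agonist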
TPT1 inh: Candida albicans TPT1 enzyme inhibitors, primary screen, biochemical, fluorescence polarization; actives 0.81% (n = 300,000); inhibition, % at 5 µM; recombinant caTPT1, FP RNA substrate dephosphorylation;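 active means inhibition above the mean of all tested compounds plus 3 SD, set per screening campaign, cut at about 24% in these data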;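 further: plate controls were DMSO alone for no effect and ferristatin control at 100 nM for full effect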
PAFAH2 FP inh: PAFAH2 enzyme inhibitors, primary screen, biochemical, fluorescence polarization, human | Platelet-activating factor acetylhydrolase 2, cytoplasmic (Homo sapiens), Q99487 | recombinant PAFAH2, FP-rhodamine activity probe | inhibition, % at 3.39 µM | actives 0.99% (n = 340,000) | AID 492956, 2010;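 active means inhibition above the mean over all tested compounds plus 3 SD, cut at about 30% in these data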;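 further: inhibitors block probe labeling of enzyme so polarization drops; 0% = enzyme with DMSO and 100% = wells lacking PAFAH2 protein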
The depositor's hits bear a star; / = no result given. Random draw from the library (roughly 5.6% active in at least one column).

SMILES	PP5 primary	procasp7 counter	PP1 inh	Fh CTSL1 inh	procasp3 activ	core dimer inh	AHR activator	TPT1 inh	PAFAH2 FP inh
Cc1ccc(C(C)C)c(OCCOCCN2CCNCC2)c1	-0.8	8	-3	-1	-10	-3	0	-2	/
O=C(CSc1ccc(-c2cccnc2)nn1)Nc1ccccc1C(F)(F)F	0.6	-2	1	1	1	-5	14	-4	1
Cc1ccccc1N1C(=O)C(Cc2ccc(F)cc2)S/C1=C(\C#N)C(N)=O (configuration not stated)	-1.4	-9	-2	4	-4	3	-3	26*	/
COc1ccc(NC(=O)CCS(=O)(=O)c2ccc3c(c2)oc(=O)n3C)cc1OC	0.1	3	-4	-1	5	6	-1	0	2
CC(=O)c1ccc2c(c1)Cc1cc(C(C)=O)ccc1-2	1.6	5	2	2	1	-3	2	-4	1
COC(=O)/C(C#N)=C/c1c(N2CCN(c3ccc(OC)cc3)CC2)nc2c(C)cccn2c1=O	-1.6	-23	4	3	-9	14	32	5	7
CCOC(=O)C1=C(C)N(CCCC(=O)O)C(=O)NC1c1ccc(Br)cc1 (configuration not stated)	-0.3	6	-1	-1	-6	-10	1	0	/
Cc1ccc(C(=O)C(C)OC(=O)CN2C(=O)NC3(CCCC3)C2=O)cc1 (configuration not stated)	-1.7	6	0	-18	-5	-9	3	-1	-2
O=C(CSc1nnc(SCc2cccc3ccccc23)s1)Nc1ccc(C(=O)O)cc1	2.2	-2	3	0	-1	17	-2	0	-1
CSc1ccc(/C=C/C(=O)OCC(=O)NCC2CCCO2)cc1 (configuration not stated)	0.6	14	-3	/	1	/	0	/	39*
COc1ccccc1NC(=O)C(C)NC(c1ccccc1)c1ccccc1 (configuration not stated)	2.9	7	-1	3	9	7	7	-1	-6
COC(CNC(=O)c1ccc2c(c1)ncn2-c1ccc(F)cc1F)OC	-2.5	-15	-5	-4	10	-1	10	0	11
CCSc1nnc(NC(=O)C2CCN(C(=O)c3ccc(F)cc3)CC2)s1	/	-1	/	/	2	/	0	/	2
O=C(Nc1cccnc1)c1ccc([N+](=O)[O-])s1	3.5	-4	-2	/	9	/	28	/	4
C/C=C/c1ccc(OCC(=O)Nc2ccc(OC)c(OC)c2)c(OC)c1	0.9	1	3	2	-4	-1	1	-4	7

Pulled by structure from the entries so far, two records:
SMILES	PP5 primary	procasp7 counter	PP1 inh	Fh CTSL1 inh	procasp3 activ	core dimer inh	AHR activator	TPT1 inh	PAFAH2 FP inh
O=C(Nc1cccnc1)c1ccc([N+](=O)[O-])s1	3.5	-4	-2	/	9	/	28	/	4
CSc1ccc(/C=C/C(=O)OCC(=O)NCC2CCCO2)cc1 (configuration not stated)	0.6	14	-3	/	1	/	0	/	39*

Additional compounds.
SMILES	PP5 primary	procasp7 counter	PP1 inh	Fh CTSL1 inh	procasp3 activ	core dimer inh	AHR activator	TPT1 inh	PAFAH2 FP inh
C(=C\c1ccccc1)/C=N/N1CCN(c2ccccn2)CC1	0.4	2	-1	2	-4	1	42	-3	6
CC1CN(CC(=O)NCc2ccc(F)cc2)CC(C)O1 (configuration not stated)	1.0	0	-1	-1	1	-5	0	-3	-4
O=C(CSc1ccccc1)Nc1ccccc1N1CCOCC1	2.2	8	0	1	-6	6	2	-9	-5
O=C(Cc1ccccc1)Nc1ccc(CN2CCOCC2)cc1	1.4	5	-1	-1	-12	4	2	-2	-2
COc1ccc(OC)c(CCNC(=O)c2ccc3c(=O)[nH]c4c(C(=O)NC(C)C)sc(=S)n4c3c2)c1	1.9	8	-2	-1	-3	-6	2	3	60*
CC1CCN(CCOc2ccccc2-c2ccccc2)CC1	1.9	1	3	-6	-3	-3	-4	3	1
Cc1ccccc1NC(=O)CC1C(=O)NCCN1C(=O)c1cccc(Cl)c1 (configuration not stated)	3.1	-4	-4	-1	-5	5	-1	-4	7
CC1(C)NC(=O)N(CCCCOc2cccc(C(F)(F)F)c2)C1=O	2.0	-2	-3	0	-2	-3	2	1	0
COc1ccc(CC(=O)NCC2CCCN(Cc3ccc(OC(F)(F)F)cc3)C2)cc1 (configuration not stated)	2.7	2	-2	0	2	5	0	-1	-2
O=C(Cn1c(=S)[nH]c2ncccc2c1=O)NCCc1ccccc1	-0.1	5	-2	5	-4	-1	57*	-3	/

Single records, from the list above. Order of values: PP5 primary	procasp7 counter	PP1 inh	Fh CTSL1 inh	procasp3 activ	core dimer inh	AHR activator	TPT1 inh	PAFAH2 FP inh
O=C(Cn1c(=S)[nH]c2ncccc2c1=O)NCCc1ccccc1 reads -0.1	5	-2	5	-4	-1	57*	-3	/
Cc1ccccc1NC(=O)CC1C(=O)NCCN1C(=O)c1cccc(Cl)c1 (configuration not stated) reads 3.1	-4	-4	-1	-5	5	-1	-4	7
O=C(CSc1ccccc1)Nc1ccccc1N1CCOCC1 reads 2.2	8	0	1	-6	6	2	-9	-5
COc1ccc(OC)c(CCNC(=O)c2ccc3c(=O)[nH]c4c(C(=O)NC(C)C)sc(=S)n4c3c2)c1 reads 1.9	8	-2	-1	-3	-6	2	3	60*
O=C(Cc1ccccc1)Nc1ccc(CN2CCOCC2)cc1 reads 1.4	5	-1	-1	-12	4	2	-2	-2

Structures above printed as active in PAFAH2 FP inh:
| Compound | PP5 primary | procasp3 activ | core dimer inh | AHR activator | TPT1 inh | PAFAH2 FP inh |
| --- | --- | --- | --- | --- | --- | --- |
| CSc1ccc(/C=C/C(=O)OCC(=O)NCC2CCCO2)cc1 (configuration not stated) | 0.6 | 1 | / | 0 | / | 39* |
| COc1ccc(OC)c(CCNC(=O)c2ccc3c(=O)[nH]c4c(C(=O)NC(C)C)sc(=S)n4c3c2)c1 | 1.9 | -3 | -6 | 2 | 3 | 60* |

Compound activity (PubChem)
